RTF Ca sens act = increases calcium sensitivity of human cardiac regulated thin filaments; AID 493008; P19429+P45379; 0.24% of 340,000 active; IANBD-labeled TnC RTF fluorescence at EC20 calcium; 0% EC20 calcium, 100% full calcium; activation, % at 7.2 µM;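 active means activation above the mean over all tested compounds plus 3 SD, cut at about 30% in these data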;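 further: rise in fluorescence read as greater calcium sensitivity of cardiac thin filaments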
CAL PDZ FP-1 = blocks peptide binding to human CAL PDZ domain | AID 504414 | 0.02% of 330,000 active | inhibition, % at 20 µM | purified CAL PDZ, TMR-peptide fluorescence polarization, 1 h;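 active means highest replicate inhibition of at least 40%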;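 further: plate controls were DMSO neutral control wells for no effect and unlabeled competitor peptide control wells for full effect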
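Control set: unlabelled peptide and DMSO controls / Material: purified CerCALP PDZ construct / Timing: 1 h incubation at room temperature before polarization reading / Doses: 20 µM, one dose / Detection: fluorescence polarization (mP)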
Rtt109 HAT inh = C. albicans Rtt109 histone acetyltransferase inhibition | purified Rtt109/Vps75, ThioGlo CoA-SH fluorescence, 4 h | Q5AAJ8 | inhibition, % at 34.9 µM | AID 540336 | 0.16% of 330,000 active;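 active means inhibition of at least 50% in every replicate; inconclusive means best replicate reaches 50% inhibition but some replicates fall short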
Target sequence (Q5AAJ8 whole entry, looked up): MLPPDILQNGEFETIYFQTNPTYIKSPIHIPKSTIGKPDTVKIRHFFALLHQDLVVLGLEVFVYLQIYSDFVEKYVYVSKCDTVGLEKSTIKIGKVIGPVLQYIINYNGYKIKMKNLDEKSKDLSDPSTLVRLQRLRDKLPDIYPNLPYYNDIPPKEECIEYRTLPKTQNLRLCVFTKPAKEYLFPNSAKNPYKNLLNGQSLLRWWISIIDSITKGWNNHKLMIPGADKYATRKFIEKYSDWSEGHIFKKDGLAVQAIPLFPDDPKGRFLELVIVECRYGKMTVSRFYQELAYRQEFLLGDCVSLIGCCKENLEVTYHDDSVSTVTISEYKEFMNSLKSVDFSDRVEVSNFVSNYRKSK
MITF act = increases MITF-driven TRPM1 promoter luciferase signal. activation, % at 12.5 µM. 0.75% of 300,000 active. SK-MEL-5 TRPM1-promoter luciferase, 24 h; % of positive control, neutral wells = 0;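 active means mean activation of at least 80% with every replicate also reaching 80%; inconclusive means mean reaches 80% but some replicate falls short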;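 further: 0% = neutral control wells and 100% = parthenolide positive control wells; values of inactives mirror those of a sister screen read the other way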
dFosB activator = enhances mouse delta FosB homodimer DNA binding | P13346 | purified delta FosB, TAMRA-CDK5 oligo fluorescence polarization; percent of positive-control signal above neutral wells | activation, % at 25 µM | 0.99% of 340,000 active | AID 493131;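 active means mean activation above about 17%, with every replicate also reaching it, limit read from the data, passing the limit was not always enough; inconclusive means only one of the two conditions met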;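 further: fluorescence polarization rise as delta FosB binds a TAMRA Cdk5 AP-1 oligo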
Tat transport = inhibitors of E. coli Tat protein transport; E. coli MC4100 TorA-mCherry Tat export, fluorescence; inhibition, % at 10 µM; 0.036% of 340,000 active;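 active means mean replicate inhibition at least 50% and at least half of replicates individually reaching 50%; inconclusive means only one of the two criteria met; inactive means neither criterion met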;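 further: exported cargo escapes ClpAP degradation while cytoplasmic cargo is degraded and loses fluorescence; 0% = median of neutral control wells and 100% = median of NaSCN control wells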
Wnt bcat act = activators of Wnt/beta-catenin signaling | Wnt/beta-catenin reporter cell assay, activator, plate reader | activation, % at 9.35 µM | 1.2% of 300,000 active | AID 743398; in the data active means activation above about 30%, passing the limit was not always enough; inconclusive means no clear call, values can overlap the other calls;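 further: 0% = neutral control wells and 100% = positive control wells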
V-ATPase pHluor = alters yeast V-ATPase proton transport; S. cerevisiae, pHLuorin cytosolic pH fluorescence; 0.37% of 350,000 active; response, % at 10 µM; in the data active means response mostly above about 7.3%, no sharp cut-off; inactive means mostly below about 5.4%; further: actives read high; inactives centre near 0; some compounds called inactive have numbers as strong as hits
CAL PDZ FP-2 = inhibitors of human CAL PDZ peptide binding; purified CAL PDZ, TMR-peptide fluorescence polarization, 1 h; AID 602252; 0.92% of 300,000 active; inhibition, % at 24.9 µM; Q9HD26;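 active means mean inhibition of at least 30% with at least half of replicates also reaching 30%; inconclusive means no clear call, values can overlap the other calls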;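 further: 0% = DMSO neutral control and 100% = excess unlabeled competitor peptide PRC23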
CDK5 inh = CDK5/p35 (human) kinase inhibition | Recombinant CDK5/p35, ADP-Glo luminescence, 60 min | inhibition, % at 10 µM | 0.01% of 330,000 active | AID 488839;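 active means highest replicate inhibition of at least 50% and at least 75% of replicates reaching 50%; inconclusive means only one of the two criteria met; inactive means both criteria failed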;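 further: plate controls were DMSO neutral control for no effect and GW8510 at 10 µM for full effect; many of its hits are not listed in these tables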
Target sequence (Q00535 whole entry, looked up): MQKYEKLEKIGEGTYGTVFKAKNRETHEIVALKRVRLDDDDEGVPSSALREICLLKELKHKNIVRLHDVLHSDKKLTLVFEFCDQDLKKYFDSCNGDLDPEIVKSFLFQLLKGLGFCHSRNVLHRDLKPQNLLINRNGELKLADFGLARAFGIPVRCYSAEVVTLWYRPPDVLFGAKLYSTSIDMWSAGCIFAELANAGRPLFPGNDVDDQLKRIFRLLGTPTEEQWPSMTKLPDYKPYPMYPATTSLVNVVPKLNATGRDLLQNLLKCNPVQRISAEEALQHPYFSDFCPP
Target sequence (Q15078 whole entry, looked up): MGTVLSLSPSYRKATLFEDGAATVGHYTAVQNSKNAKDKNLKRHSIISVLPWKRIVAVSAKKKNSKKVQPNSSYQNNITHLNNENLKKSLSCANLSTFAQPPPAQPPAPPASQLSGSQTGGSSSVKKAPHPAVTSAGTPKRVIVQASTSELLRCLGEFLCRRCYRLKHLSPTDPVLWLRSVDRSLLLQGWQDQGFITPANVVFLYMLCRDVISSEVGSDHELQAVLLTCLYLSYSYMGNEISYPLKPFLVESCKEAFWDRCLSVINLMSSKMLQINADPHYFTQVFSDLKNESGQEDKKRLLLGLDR
An asterisk follows results filed as active. This is a random part of the collection (roughly 4.1% active in at least one column).

How did COc1cccc(C(c2ccccc2)N2C3CCC2CN(S(=O)(=O)c2ccc(F)cc2)CC3)c1 (stereo unspecified) do in these assays?
RTF Ca sens act: 0; CAL PDZ FP-1: -2.1; Rtt109 HAT inh: -1; MITF act: -5; dFosB activator: -10; Tat transport: -2; Wnt bcat act: -6; V-ATPase pHluor: 5; CAL PDZ FP-2: 6; CDK5 inh: 1.9

Results for CCN(CC)C(=O)CCCSc1nnc(Nc2ccccc2F)s1 ?
RTF Ca sens act: 3; CAL PDZ FP-1: -0.3; Rtt109 HAT inh: -1; MITF act: 40; dFosB activator: -4; Tat transport: -7; Wnt bcat act: 3; V-ATPase pHluor: 0; CAL PDZ FP-2: 3; CDK5 inh: -0.4

What do the screens show for `Cc1nc2nc(C)c(CCC(=O)N3CCN(c4ccccc4)CC3)c(C)n2n1`?
RTF Ca sens act: 6; Rtt109 HAT inh: -8; dFosB activator: -3; Tat transport: 3; Wnt bcat act: -1; V-ATPase pHluor: -1; CAL PDZ FP-2: -9; CDK5 inh: 0.6

What do the screens show for `COc1ccc(N2CCN(Cc3cc(=O)oc4cc(C)c(Cl)c(C)c34)CC2)cc1`?
RTF Ca sens act: 0; Rtt109 HAT inh: -7; MITF act: -9; dFosB activator: -4; Tat transport: -4; Wnt bcat act: -2; V-ATPase pHluor: 2; CAL PDZ FP-2: 7; CDK5 inh: -2.3

Results for COCCCNC(=O)c1cc(-c2cccnc2)nc2ccccc12 ?
RTF Ca sens act: -5; CAL PDZ FP-1: 0.8; Rtt109 HAT inh: 6; MITF act: 0; dFosB activator: -3; Tat transport: 7; Wnt bcat act: 0; V-ATPase pHluor: -1; CAL PDZ FP-2: -1; CDK5 inh: 0.7

How did CC1=C(C(=O)Nc2ccccc2)C(c2ccc3c(c2)OCO3)C2=C(CCCC2=O)N1 (stereo unspecified) do in these assays?
RTF Ca sens act: 6; CAL PDZ FP-1: -3.7; Rtt109 HAT inh: -4; MITF act: -7; dFosB activator: 6; Tat transport: 1; Wnt bcat act: -6; V-ATPase pHluor: 0; CAL PDZ FP-2: -2; CDK5 inh: 0.6

Results for CCn1c(SCC(=O)N2CCCCCC2)nc2ccccc2c1=O ?
RTF Ca sens act: 2; CAL PDZ FP-1: -3.1; Rtt109 HAT inh: 13; MITF act: 3; dFosB activator: -7; Tat transport: 4; Wnt bcat act: -7; V-ATPase pHluor: 3; CAL PDZ FP-2: -2; CDK5 inh: 2.1

How did CSc1ccc(C#N)cc1NC(=O)c1cccnc1Cl do in these assays?
RTF Ca sens act: 0; CAL PDZ FP-1: 0.5; Rtt109 HAT inh: -2; MITF act: 9; dFosB activator: -4; Tat transport: -11; Wnt bcat act: -2; V-ATPase pHluor: 7; CAL PDZ FP-2: -3; CDK5 inh: 0.7

Results for Cc1ccc2c(c1)N(CC(=O)N1CCCC1)C(=O)c1cccnc1O2 ?
RTF Ca sens act: -1; CAL PDZ FP-1: -2.3; Rtt109 HAT inh: 2; MITF act: 0; dFosB activator: -3; Tat transport: -7; Wnt bcat act: 0; V-ATPase pHluor: 0; CAL PDZ FP-2: -1

How did COC(=O)c1ccc2nc(-c3ccc(S(C)(=O)=O)cc3)cn2c1 do in these assays?
RTF Ca sens act: -4; CAL PDZ FP-1: -0.2; Rtt109 HAT inh: -3; MITF act: 41; dFosB activator: -10; Tat transport: -2; Wnt bcat act: 23; V-ATPase pHluor: 0; CAL PDZ FP-2: 0; CDK5 inh: -0.8

What do the screens show for `O=C(O)CSCc1nc2ccccc2[nH]1`?
RTF Ca sens act: 0; CAL PDZ FP-1: 0.5; Rtt109 HAT inh: -9; MITF act: -14; dFosB activator: -3; Tat transport: -3; Wnt bcat act: 0; V-ATPase pHluor: 0; CDK5 inh: -2.1

Results for O=C(COc1ccccc1)N1CCN(c2nnc(-c3ccccc3)c3ccccc23)CC1 ?
RTF Ca sens act: 1; CAL PDZ FP-1: -1.9; Rtt109 HAT inh: 7; dFosB activator: -13; Tat transport: -1; V-ATPase pHluor: -2; CAL PDZ FP-2: -1; CDK5 inh: -2.1

How did CC1=C/C(=N\Nc2ccccc2[N+](=O)[O-])CC(C)(C)C1 do in these assays?
RTF Ca sens act: -1; CAL PDZ FP-1: -1.9; MITF act: -4; dFosB activator: -1; Tat transport: 11; Wnt bcat act: -2; V-ATPase pHluor: 9; CAL PDZ FP-2: -4; CDK5 inh: 1.6

How did COC(=O)c1ccccc1OCC(=O)N1CCN(c2ccc(F)cc2)CC1 do in these assays?
RTF Ca sens act: 3; CAL PDZ FP-1: -1.0; Rtt109 HAT inh: 14; MITF act: 2; dFosB activator: -1; Tat transport: -3; V-ATPase pHluor: 3; CAL PDZ FP-2: 1; CDK5 inh: 0.2

How did CCOC(=O)c1cccc(NC(=O)c2cc(C)nn2-c2ccccc2)c1 do in these assays?
RTF Ca sens act: 3; CAL PDZ FP-1: -5.2; Rtt109 HAT inh: -3; MITF act: -2; dFosB activator: -22; Tat transport: 10; Wnt bcat act: 4; V-ATPase pHluor: 0; CAL PDZ FP-2: 4; CDK5 inh: -1.4

How did O=C(NCc1nc2ccccc2[nH]1)C1=C[C@H](c2ccccc2)C[C@H](OCCCCO)O1 do in these assays?
RTF Ca sens act: 5; CAL PDZ FP-1: -1.5; Rtt109 HAT inh: -3; MITF act: -6; dFosB activator: -1; Tat transport: -8; Wnt bcat act: 3; V-ATPase pHluor: 0; CAL PDZ FP-2: 19; CDK5 inh: 1.6

How did COC(=O)c1cccnc1NC(=S)NC(C)C do in these assays?
RTF Ca sens act: 1; CAL PDZ FP-1: -0.7; Rtt109 HAT inh: 6; MITF act: 3; dFosB activator: -6; Tat transport: 6; Wnt bcat act: 0; V-ATPase pHluor: 2; CAL PDZ FP-2: 1; CDK5 inh: -0.4

How did O=C(COC(=O)CCC(=O)c1ccc(F)cc1)Nc1ccc(Cl)cn1 do in these assays?
RTF Ca sens act: 0; CAL PDZ FP-1: 1.4; Rtt109 HAT inh: -3; MITF act: -6; dFosB activator: -2; Tat transport: -7; Wnt bcat act: 0; V-ATPase pHluor: -4; CAL PDZ FP-2: -2; CDK5 inh: 0.6

Results for O=C(Nc1ccc2ccccc2c1)c1onc2c1CCCC2 ?
RTF Ca sens act: 0; CAL PDZ FP-1: -0.5; Rtt109 HAT inh: 1; MITF act: 35; dFosB activator: 1; Tat transport: 6; V-ATPase pHluor: 4; CAL PDZ FP-2: -2; CDK5 inh: -1.2

How did Cc1ccc(-c2nnc(CSc3nncn3N)o2)cc1 do in these assays?
RTF Ca sens act: -3; CAL PDZ FP-1: 0.0; Rtt109 HAT inh: -2; MITF act: 4; dFosB activator: -4; Tat transport: 4; V-ATPase pHluor: 9; CAL PDZ FP-2: -1; CDK5 inh: -0.3

Results for Cc1ccc(-c2noc(-c3ccoc3C)n2)cc1 ?
RTF Ca sens act: 3; CAL PDZ FP-1: -1.9; MITF act: 46; dFosB activator: -7; Tat transport: -4; Wnt bcat act: 19; V-ATPase pHluor: -1; CAL PDZ FP-2: -6; CDK5 inh: -1.1

How did COc1ccc(S(=O)(=O)N2CCN(Cc3cccnc3)CC2)cc1 do in these assays?
RTF Ca sens act: 8; CAL PDZ FP-1: -1.7; Rtt109 HAT inh: 2; MITF act: 9; dFosB activator: 6; Tat transport: -4; Wnt bcat act: 0; V-ATPase pHluor: 1; CAL PDZ FP-2: -3; CDK5 inh: -0.6

Results for CCN(CC(=O)Nc1c(F)cccc1F)C(=O)c1ccc(C(=O)c2ccccc2)cc1 ?
RTF Ca sens act: 0; CAL PDZ FP-1: -2.5; Rtt109 HAT inh: 48; MITF act: -2; dFosB activator: -11; Tat transport: 6; Wnt bcat act: -4; V-ATPase pHluor: -3; CAL PDZ FP-2: 2; CDK5 inh: 1.3

What do the screens show for `COc1ccccc1/C=N/NC(=O)c1ccc(=O)n(C)c1`?
RTF Ca sens act: 0; CAL PDZ FP-1: -2.8; Rtt109 HAT inh: 5; MITF act: 19; dFosB activator: -9; Tat transport: 1; V-ATPase pHluor: -1; CAL PDZ FP-2: -3; CDK5 inh: -0.6

What do the screens show for `CCOc1ccccc1NC(=O)c1sc2ncn(CC(=O)N3CCOCC3)c(=O)c2c1C`?
RTF Ca sens act: -7; CAL PDZ FP-1: -1.6; Rtt109 HAT inh: -19; MITF act: -12; dFosB activator: -12; Tat transport: -3; Wnt bcat act: 0; V-ATPase pHluor: 5; CAL PDZ FP-2: 4; CDK5 inh: 0.3

Results for CN(C)c1ccc(-c2cccc(C3CC=CC4C3C(=O)N(Cc3ccccc3)C4c3ccc4ccccc4c3)c2)cc1 (stereo unspecified) ?
RTF Ca sens act: 1; CAL PDZ FP-1: -0.1; Rtt109 HAT inh: -13; MITF act: 21; dFosB activator: -2; Tat transport: -17; Wnt bcat act: -9; V-ATPase pHluor: 1; CAL PDZ FP-2: -1; CDK5 inh: -1.5

What do the screens show for `O=C(CN1C(=O)C2CC=CCC2C1=O)Nc1nc(-c2ccc(F)cc2)cs1` (stereo unspecified)?
RTF Ca sens act: -4; CAL PDZ FP-1: -0.9; Rtt109 HAT inh: 6; MITF act: 3; dFosB activator: -8; Tat transport: 4; Wnt bcat act: 2; V-ATPase pHluor: -1; CDK5 inh: -1.5

How did Cc1cc(CSc2ccccc2)ccc1NC(=O)c1cccc([N+](=O)[O-])c1 do in these assays?
RTF Ca sens act: 0; CAL PDZ FP-1: -1.2; Rtt109 HAT inh: -8; MITF act: 9; dFosB activator: inconclusive; Tat transport: 4; Wnt bcat act: 6; V-ATPase pHluor: -2; CAL PDZ FP-2: -19; CDK5 inh: 0.5

What do the screens show for `COc1ccccc1-c1nn2c(-c3ccco3)nnc2s1`?
RTF Ca sens act: -3; CAL PDZ FP-1: -4.6; Rtt109 HAT inh: -22; MITF act: 134*; dFosB activator: -85; Tat transport: -6; Wnt bcat act: 1; V-ATPase pHluor: 6; CDK5 inh: -1.3

Results for COc1ccccc1N=NC1C(=O)N(C(N)=S)N=C1C (stereo unspecified) ?
RTF Ca sens act: -1; CAL PDZ FP-1: 0.8; Rtt109 HAT inh: 7; MITF act: -8; dFosB activator: 2; Tat transport: -4; Wnt bcat act: 0; V-ATPase pHluor: -5; CDK5 inh: 2.7

By substructure: those above containing a nitro group on carbon.
How did CC1=C/C(=N\Nc2ccccc2[N+](=O)[O-])CC(C)(C)C1 do in these assays?
RTF Ca sens act: -1; CAL PDZ FP-1: -1.9; MITF act: -4; dFosB activator: -1; Tat transport: 11; Wnt bcat act: -2; V-ATPase pHluor: 9; CAL PDZ FP-2: -4; CDK5 inh: 1.6

How did Cc1cc(CSc2ccccc2)ccc1NC(=O)c1cccc([N+](=O)[O-])c1 do in these assays?
RTF Ca sens act: 0; CAL PDZ FP-1: -1.2; Rtt109 HAT inh: -8; MITF act: 9; dFosB activator: inconclusive; Tat transport: 4; Wnt bcat act: 6; V-ATPase pHluor: -2; CAL PDZ FP-2: -19; CDK5 inh: 0.5
